Screens as filed in PubChem BioAssay.
Mcl1 Noxa PPI – Mcl-1/Noxa binding inhibitors, primary screen, biochemical, TR-FRET, 1536-well; TR-FRET Mcl-1/Noxa peptide binding, 2 h; AID 1022, 2008; inhibition, % at 21.7 µM; actives 1.5% (n = 220,000);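 active = compounds that cut the protein-peptide binding signal by more than 50% relative to plate controls in a single-dose test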;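 note: His-tagged Mcl-1 with rhodamine Noxa BH3 peptide and terbium anti-His antibody; 0% = Mcl-1 plus Noxa peptide wells and 100% = peptide-only wells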
Target sequence (Q07820 whole entry, looked up): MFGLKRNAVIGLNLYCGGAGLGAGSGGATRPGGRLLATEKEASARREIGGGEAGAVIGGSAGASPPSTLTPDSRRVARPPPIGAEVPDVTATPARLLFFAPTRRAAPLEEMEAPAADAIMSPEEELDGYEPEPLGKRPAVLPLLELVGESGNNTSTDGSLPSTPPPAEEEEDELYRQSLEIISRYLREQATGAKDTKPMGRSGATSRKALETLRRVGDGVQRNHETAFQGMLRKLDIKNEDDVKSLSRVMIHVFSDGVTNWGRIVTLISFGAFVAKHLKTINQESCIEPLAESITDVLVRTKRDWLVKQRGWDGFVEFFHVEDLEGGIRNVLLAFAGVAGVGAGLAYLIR
GSH fluor – compound fluorescence on glutathione beads, profiling panel, artefact control, biophysical, 488/530 nm, flow cytometry; GSH beads flow cytometry, compound fluorescence 488/530 nm; stronger effect = higher value; fluorescence (KMESF) at 10 µM; actives 0.25% (n = 190,000); AID 1776, 2009; in the data active = fluorescence above about 89;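 note: glutathione beads carrying GST-tagged Bcl family fusion proteins plus one bare bead set; values are compound well signal with DMSO vehicle wells as background; inactives centre near 16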
Bim-Mcl-1 – inhibitors of Bim peptide binding to Mcl-1, primary screen, biochemical, bead-based flow cytometry, multiplex; actives 0.1% (n = 190,000); Induced myeloid leukemia cell differentiation protein Mcl-1 (Homo sapiens), Q07820; Bim peptide-Mcl-1 binding; AID 1009, 2008; inhibition, % at 10 µM; in the data active = inhibition above about 40%;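 note: 0% = no compound tracer wells and 100% = peptide blocker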
ABCG2 inh – ABCG2 efflux pump inhibitors, primary screen, multiplex with ABCB1, IgMXP3 cells, flow cytometry | Broad substrate specificity ATP-binding cassette transporter ABCG2 (Homo sapiens), Q9UNQ0 | JC-1 efflux | inhibition, % at 6.6 µM | actives 0.1% (n = 190,000) | AID 1325, 2008;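 active = inhibition above 80%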;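 note: 0% = DMSO and 100% = nicardipine control wells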
Target sequence (Q9UNQ0 whole entry, looked up): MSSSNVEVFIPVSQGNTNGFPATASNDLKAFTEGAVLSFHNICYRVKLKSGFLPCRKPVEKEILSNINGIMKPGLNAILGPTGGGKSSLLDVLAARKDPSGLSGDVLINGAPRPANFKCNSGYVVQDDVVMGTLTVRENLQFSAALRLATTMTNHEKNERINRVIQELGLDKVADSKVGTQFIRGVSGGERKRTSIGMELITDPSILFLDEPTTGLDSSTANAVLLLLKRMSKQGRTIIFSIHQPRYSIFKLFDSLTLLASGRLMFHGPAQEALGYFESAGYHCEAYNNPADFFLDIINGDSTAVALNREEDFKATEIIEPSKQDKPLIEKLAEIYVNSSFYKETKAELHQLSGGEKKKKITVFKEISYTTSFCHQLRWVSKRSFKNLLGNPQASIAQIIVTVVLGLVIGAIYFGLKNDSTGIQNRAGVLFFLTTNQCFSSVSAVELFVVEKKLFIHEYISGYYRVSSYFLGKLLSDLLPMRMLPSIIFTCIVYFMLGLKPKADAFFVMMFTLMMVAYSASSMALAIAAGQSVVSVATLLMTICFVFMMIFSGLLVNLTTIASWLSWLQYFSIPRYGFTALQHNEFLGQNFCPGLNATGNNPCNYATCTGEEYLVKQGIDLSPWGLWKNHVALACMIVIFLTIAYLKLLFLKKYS
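Times: 10 min at 25 °C | Test system: Two drug-resistant human cell lines, ABCG2 and ABCB1 | Quantity: 3 million cells/mL final, two lines in 1:1 ratio | Signal: Flow cytometry, 530 nm JC-1 signal | Dosing: Compound at 6.6 µM | Controls: Nicardipine and DMSO wells | Reagent: JC-1 as fluorescent efflux pump substrate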
Mcl1 Bid PPI – Mcl-1/Bid binding inhibitors, primary screen, biochemical, TR-FRET, 1536-well; TR-FRET Mcl-1/Bid-Dy647 peptide binding; inhibition, % at 21.7 µM; actives 0.97% (n = 220,000); AID 1021, 2008;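 active = compounds that cut the binding signal by more than half at the single screening dose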;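 note: His-tagged Mcl-1 with europium anti-His antibody binding Bid BH3 peptide; 0% = Mcl-1 plus peptide wells and 100% = peptide-only wells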
Avidin fluor – green autofluorescence of compounds with avidin beads – biophysical, 488/530 nm, flow cytometry, artefact control, profiling panel. compound fluorescence 488/530 nm; stronger effect = higher value. fluorescence (KMESF) at 10 µM. actives 0.38% (n = 220,000); in the data active = fluorescence above about 47; note: inactives centre near 10
RGS7-Gao – RGS7-Galphao binding modulators, primary screen, biochemical, multiplexed bead flow cytometry; Guanine nucleotide-binding protein G(o) subunit alpha (Homo sapiens), P09471; actives lie on both sides; binding response (% of control), % at 10 µM; actives 0.35% (n = 220,000); AID 1439, 2008; in the data active = binding response below about 49% or above about 150%; inconclusive = no clear call, values can overlap the other calls; inactive = in between;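 note: fluorescent Galphao held in activated GDP-AlF4 state binding bead-coupled RGS7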
Pf gamet viab – late stage P. falciparum gametocyte viability inhibitors, primary screen, ATP luminescence, HTS | P. falciparum stage V gametocytes, 24 h | inhibition, % at 10.9 µM | actives 0.065% (n = 150,000) | AID 743093, 2013;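 active = inhibition above the mean plus 3 SD of compounds within the control limits, set per campaign, cut at about 38% in these data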;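 note: 0% = DMSO wells and 100% = medium only without gametocytes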
RGS4-Gao reg – modulators of RGS4 binding to Galphao, primary screen, biochemical, multiplexed bead flow cytometry | binding response (% of control), % at 10 µM | actives 0.33% (n = 220,000) | actives lie on both sides | Guanine nucleotide-binding protein G(o) subunit alpha (Homo sapiens), P09471; in the data active = binding response below about 49% or above about 150%; inactive = in between;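 note: fluorescent Galphao activated with aluminum fluoride binding bead-coupled RGS4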
ABCB1 inh – ABCB1 efflux pump inhibitors, primary screen, cell-based, multiplex, flow cytometry, ABCG2 counter-screen | actives 0.067% (n = 190,000) | CCRF-Adr cells, JC-1 efflux | ATP-dependent translocase ABCB1 (Homo sapiens), P08183 | AID 1326, 2008 | inhibition, % at 6.6 µM; in the data active = inhibition above about 40%;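 note: 0% = vehicle and 100% = reference inhibitor; higher value means more JC-1 retained so stronger ABCB1 efflux block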
RGS8-Gao – RGS8-Galphao binding modulators, primary screen, biochemical, multiplexed bead flow cytometry; Guanine nucleotide-binding protein G(o) subunit alpha (Homo sapiens), P09471; actives lie on both sides; response (percent of control binding), % at 10 µM; actives 0.34% (n = 220,000); AID 1423, 2008; in the data active = response below about 60% or above about 140%; inactive = in between;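 note: Galphao activated as the GDP aluminium fluoride complex binding bead-coupled RGS8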
Active calls of the source: *; ? = inconclusive; / = not tested or not shown.

Preview:
SMILES	Mcl1 Noxa PPI	GSH fluor	Bim-Mcl-1	ABCG2 inh	Mcl1 Bid PPI	Avidin fluor	RGS7-Gao	Pf gamet viab	RGS4-Gao reg	ABCB1 inh	RGS8-Gao
O=C(c1cnn(C(=O)c2cccc(S(=O)(=O)N3CCOCC3)c2)c1)c1ccccc1O	23	11	2	1	-13	12	?	-14	102	0.0	102
COc1ccc(-c2c(C(C)=O)c(C)nc3sc4c(=N)n(N)cnc4c23)cc1	7	19	-26	0	-35	9	105	-4	101	0.8	100
CCCCNC(=O)C1CCN(S(=O)(=O)N2CCCCCC2)CC1	15	29	-1	3	-3	12	111	4	109	1.5	107

Main list, from the first entry:
SMILES	Mcl1 Noxa PPI	GSH fluor	Bim-Mcl-1	ABCG2 inh	Mcl1 Bid PPI	Avidin fluor	RGS7-Gao	Pf gamet viab	RGS4-Gao reg	ABCB1 inh	RGS8-Gao
O=C(c1cnn(C(=O)c2cccc(S(=O)(=O)N3CCOCC3)c2)c1)c1ccccc1O	23	11	2	1	-13	12	?	-14	102	0.0	102
COc1ccc(-c2c(C(C)=O)c(C)nc3sc4c(=N)n(N)cnc4c23)cc1	7	19	-26	0	-35	9	105	-4	101	0.8	100
CCCCNC(=O)C1CCN(S(=O)(=O)N2CCCCCC2)CC1	15	29	-1	3	-3	12	111	4	109	1.5	107
Cc1ccc(CNC(C)(C)CO)cc1	8	18	-18	-1	-18	5	97	0	97	0.1	99
Cn1c(NC(=O)c2ccc3c(c2)OCO3)cc(=O)n(C)c1=O	4	19	1	-1	-8	7	95	/	101	-0.9	107
CCN1CCN(C(c2cccs2)C(C)NC(=O)C(C)C)CC1 (stereo unspecified)	2	16	-4	-1	-12	22	103	/	99	-0.2	101
NC(=O)C1CCN(C2CC(=O)N(Cc3cccs3)C2=O)CC1 (stereo unspecified)	15	43	0	1	9	11	101	/	99	-0.1	100
Cc1cc(NC(=O)c2cc(C(C)C)on2)nn1Cc1ccc(Cl)cc1	4	27	-1	6	-6	6	103	/	103	1.3	102
CN1CCC(OC(=O)c2cccc(Br)c2)CC1	18	38	-4	12	26	18	99	-2	100	-0.2	99
CCOc1c(CNc2nnnn2C)cccc1OC	-7	10	-2	-2	-31	11	94	11	103	-0.5	104
O=C(N/N=C/c1c(O)n(-c2ccccc2Cl)c(=O)c2ccccc12)C1COc2ccccc2O1 (stereo unspecified)	-60	23	-4	-1	-119	15	96	/	99	-0.2	98
COc1ccc(N2CCN(C(=O)Cc3ccc(-n4c(=O)[nH]c5ccccc5c4=O)cc3)CC2)cc1	20	15	-1	5	-43	24	99	/	104	0.9	110
O=C(c1cnccn1)N(Cc1ccco1)C1(C(=O)NC2CCCC2)CCCCC1	-13	49	4	1	-24	13	102	/	100	0.4	100
CCCCC(CC)CNC(=O)C(=O)C1C(=O)Nc2ccccc21 (stereo unspecified)	-27	26	-2	-1	-79	10	98	-3	96	-0.1	97
CCN(CC)S(=O)(=O)c1cccc(NC(=O)c2ccc(-n3nc(C)cc3C)cc2)c1	0	9	2	58	-11	23	102	/	100	5.2	101
CCn1nnc(NC(=O)COc2ccc([N+](=O)[O-])cc2)n1	13	/	/	/	4	8	?	-14	86	/	96
O=C(NCCCn1ccnc1)/C(=C/c1ccccc1)NC(=O)c1ccccc1	-5	16	-2	3	8	6	101	-84	101	1.2	100
Cc1cccnc1CN1CCN(C(=O)c2cc(COc3ccc4ncccc4c3)on2)CC1	10	15	0	15	-18	2	96	2	95	3.0	102
CCOC(=O)c1ccc(-n2c(CCC(=O)O)ccc2-c2cccs2)cc1	49	15	0	1	-49	8	96	-12	93	1.1	95
Cc1cccc(NC(=S)NCC(c2cccnc2)N(C)C)c1 (stereo unspecified)	10	13	-2	5	-20	14	104	/	103	0.2	101
Cc1nc(S/C(=C/c2ccc(-c3ccc(C(=O)O)cc3)o2)C(=O)O)n[nH]1	49	/	/	/	-35	11	?	2	108	/	101
COc1ccc(Cn2c(-c3ccc(C)cc3)nc3c(c(=O)c4ccccc4n3C)c2=O)cc1	-21	7	-5	36	19	13	85	3	85	0.7	95
O=C(COC(=O)/C=C/c1ccccc1)NCc1ccccc1Cl	-3	17	2	1	-8	25	104	13	102	0.1	103
COc1ccc2oc(=O)c(C(=O)NCc3ccc4c(c3)OCO4)cc2c1	29	16	0	0	18	24	109	0	119	0.1	101

The last two entries of the part before open the next one.
SMILES	Mcl1 Noxa PPI	GSH fluor	Bim-Mcl-1	ABCG2 inh	Mcl1 Bid PPI	Avidin fluor	RGS7-Gao	Pf gamet viab	RGS4-Gao reg	ABCB1 inh	RGS8-Gao
O=C(COC(=O)/C=C/c1ccccc1)NCc1ccccc1Cl	-3	17	2	1	-8	25	104	13	102	0.1	103
COc1ccc2oc(=O)c(C(=O)NCc3ccc4c(c3)OCO4)cc2c1	29	16	0	0	18	24	109	0	119	0.1	101
COc1nc(-c2ccccc2)ccc1-c1noc(-c2cccnc2)n1	-42	68	-4	1	-62	9	104	-4	104	0.3	100
Cc1c(Cl)c(C(F)(F)F)nn1CC(=O)NCc1ccccc1	2	15	0	0	-5	6	99	/	98	0.0	102
CCOC(=O)N1CCC(=C(C#N)C(=O)Nc2cc(OC)ccc2OC)CC1	14	4	0	1	-39	16	95	-40	98	0.4	95
O=C1c2ccccc2-c2cccc(C(=O)N3CCCCC3)c21	8	/	/	/	1	3	?	-5	100	/	101
CC(C(=O)O)n1ncc2ccccc2c1=O (stereo unspecified)	19	/	/	/	0	6	?	-1	97	/	95
O=C(O)CCc1ccc(-c2cccs2)n1CCC(=O)O	26	25	3	-1	-29	30	98	/	100	-0.5	99
O=c1c(-c2ccccc2)coc2c(CN3CCOCC3)c(O)ccc12	-5	25	0	2	-17	14	99	/	98	0.1	102
Cc1ccc(CCNC(=O)C2CCCN(C(=O)N(C)C)C2)cc1 (stereo unspecified)	-16	2	-4	1	-33	4	98	/	97	0.1	96
Cc1c(Cl)cccc1NC(=S)NCc1cccn1C	12	6	-1	1	-10	2	100	/	99	0.7	100
NC(=O)CC(NC(=O)Cc1ccc(Br)cc1)c1ccc(NC2CCCC2)c([N+](=O)[O-])c1 (stereo unspecified)	-8	/	/	/	19	10	?	/	105	/	106
O=C(NCCN1CCOCC1)c1ccncc1	6	32	2	0	-26	15	96	/	96	0.1	97
COc1ccc(C(=O)NCC(=O)OCc2ccccc2F)cc1	-1	19	2	13	-27	8	?	5	100	0.4	101

6 compounds out of the list, sorted by length of the SMILES, lowest first.
SMILES	Mcl1 Noxa PPI	GSH fluor	Bim-Mcl-1	ABCG2 inh	Mcl1 Bid PPI	Avidin fluor	RGS7-Gao	Pf gamet viab	RGS4-Gao reg	ABCB1 inh	RGS8-Gao
CC(C(=O)O)n1ncc2ccccc2c1=O (stereo unspecified)	19	/	/	/	0	6	?	-1	97	/	95
Cc1c(Cl)cccc1NC(=S)NCc1cccn1C	12	6	-1	1	-10	2	100	/	99	0.7	100
O=C(O)CCc1ccc(-c2cccs2)n1CCC(=O)O	26	25	3	-1	-29	30	98	/	100	-0.5	99
COc1ccc(C(=O)NCC(=O)OCc2ccccc2F)cc1	-1	19	2	13	-27	8	?	5	100	0.4	101
Cc1c(Cl)c(C(F)(F)F)nn1CC(=O)NCc1ccccc1	2	15	0	0	-5	6	99	/	98	0.0	102
COc1nc(-c2ccccc2)ccc1-c1noc(-c2cccnc2)n1	-42	68	-4	1	-62	9	104	-4	104	0.3	100

Going on with the list:
SMILES	Mcl1 Noxa PPI	GSH fluor	Bim-Mcl-1	ABCG2 inh	Mcl1 Bid PPI	Avidin fluor	RGS7-Gao	Pf gamet viab	RGS4-Gao reg	ABCB1 inh	RGS8-Gao
Cc1cccc(NC(=O)CSc2nc3[nH]ncc3c(=O)[nH]2)c1	2	5	-2	0	-28	2	103	-3	99	0.0	98
CCC(C)NS(=O)(=O)c1ccc(NC(=O)c2c(-c3ccccc3)noc2C)cc1 (stereo unspecified)	4	24	-2	1	0	5	105	/	109	0.5	111
Cc1ccc(/C=N/n2c(-c3ccco3)n[nH]c2=S)cc1	12	/	/	/	-183	8	?	-1	99	/	95
CC1=CC2=NC(=O)CC(C)(C(=O)N(CC(=O)NC(C)(C)C)C3CCCC3)N2C=C1 (stereo unspecified)	-6	20	-10	0	-15	21	101	-24	98	-1.5	101
Cc1nc2ccc(F)cc2cc1C(=O)NCC1CCCO1 (stereo unspecified)	4	28	-4	15	-18	15	99	/	102	0.1	100
CCOc1ccc(-c2nnn(CC(=O)Nc3cc(OC)cc(OC)c3)n2)cc1OCC	13	8	0	1	0	11	98	15	99	0.2	94
COc1ccc(S(=O)(=O)NC(C)C)cc1-n1cnnn1	-6	19	0	1	-1	10	124	/	111	0.3	129
COC(=O)c1sccc1-c1ccc(C(=O)Nc2ccccc2)o1	4	13	0	0	-9	25	83	7	92	-0.1	100
Cc1cccc(C)c1NC(=O)COC(=O)c1ccc([N+](=O)[O-])o1	-9	17	-1	0	-22	12	104	-16	101	0.1	95
CCn1nc(C(=O)Nc2ccccc2C)c(Cl)c1Cl	-5	9	0	4	-14	11	100	/	103	0.4	102
COC(=O)N=Nc1c(O)n(Cc2ccccc2)c2ccccc12	14	/	/	/	5	8	?	-20	101	/	103
CC(OC(=O)CC(NC(=O)c1ccccc1Cl)c1ccccc1)C(=O)Nc1cccc(Cl)c1Cl (stereo unspecified)	19	9	-4	0	4	2	98	1	97	0.4	85
O=C(CSc1nnc(-c2ccc3c(c2)OCO3)n1-c1ccccc1)c1ccccc1	-145	10	-2	-3	-149	4	96	-23	100	-0.1	98
CC1CC(C)CN(C(=O)c2ccc(CSc3nc4ccncc4[nH]3)cc2)C1 (stereo unspecified)	-10	17	-3	12	5	5	97	/	89	0.8	96
O=C(O)CCC(=O)N(Cc1cccnc1)Cc1cccc(F)c1	6	14	-3	2	-23	10	98	/	99	0.4	98
COc1ccc(OCCSc2nnc(-c3ccoc3C)n2C)cc1	9	12	0	2	-17	18	103	-14	99	0.5	98
Cn1c(NNC(=O)/C=C/c2ccc3c(c2)OCO3)cc(=O)n(C)c1=O	-3	/	/	/	-26	5	?	3	116	/	112
O=C(CC1SC(=O)NC1=O)Oc1ccc(/C=N/NC(=O)c2ccccc2O)cc1 (stereo unspecified)	-7	/	/	/	-3	10	?	4	99	/	102
